Screening results (PubChem BioAssay)
tim10-1 inh: growth inhibitors of tim10-1 mutant yeast, primary screen, luminescence, uHTS; S. cerevisiae tim10-1 ts strain growth, BacTiter-Glo, 24 h; inhibition, % at 20 µM; 330,000 tested, 2.2% active; AID 463190, 2010;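 active means inhibition of at least 40%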;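 further: mutant grown at 25 °C; 0% = DMSO wells with yeast and 100% = wells holding no yeast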
697 NFkB inh: inhibitors of PMA/ionomycin-induced NF-kB reporter, 697 cells, primary screen, B-cell NF-kB inhibitor project, cell-based, luminescence, uHTS | 697 B-cell NF-kB luciferase reporter, 16 h | inhibition, % at 4 µM | 330,000 tested, 0.33% active; in the data active means inhibition above about 35%
Jurkat NFkB inh: inhibitors of induced NF-kB luciferase reporter, primary screen, TCR NF-kB activation inhibitor project, cell-based, luminescence, uHTS; Jurkat, PMA/ionomycin-induced NF-kB luciferase reporter; inhibition, % at 4 µM; 330,000 tested, 0.53% active; AID 435003, 2010; in the data active means inhibition above about 50%
UPR CHOP act: activators of apoptotic CHOP UPR arm, primary screen, cell-based, CHO-CHOP luciferase reporter, luminescence, uHTS | UPR activation; percent of tunicamycin response over DMSO baseline | activation, % at 10 µM | 330,000 tested, 0.34% active | AID 449763, 2010;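 active means at 10 µM dose, activation of 40% or more, normalized to positive control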;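 further: 100% = tunicamycin at 10 µg/mL and 0% = DMSO alone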
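System: CHO-CHOP luciferase reporter cell line | Buffer or medium: F12 medium containing 10% fetal bovine serum | Doses: One dose, 10 µM in 0.5% DMSO | Times: 6 h compound exposure at 37 °C after overnight seeding | Signal: Luciferase luminescence | Read-out: % activation vs tunicamycin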
tim23-1 inh: growth inhibitors of tim23-1 mutant yeast, primary screen, luminescence, uHTS; 330,000 tested, 1.3% active; inhibition, % at 20 µM; S. cerevisiae tim23-1 growth, BacTiter-Glo luminescence, 24 h;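 active means growth inhibition of the mutant yeast at or above 50%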;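 further: temperature-sensitive mutant grown at 25 °C; plate controls were DMSO-treated mutant yeast for no effect and medium wells lacking yeast for full effect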
Mdm2 MdmX PPI: inhibitors of human Mdm2-MdmX association, primary screen, cell-based, luminescence, split luciferase, SaOS-2, uHTS; SaOS-2 split-luciferase Mdm2/MdmX complementation; inhibition, % at 8 µM; 330,000 tested, 3% active; AID 485346, 2010;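 active means inhibition of at least 50% at 8 µM in the primary screen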
Target sequence (O15151 whole entry, looked up): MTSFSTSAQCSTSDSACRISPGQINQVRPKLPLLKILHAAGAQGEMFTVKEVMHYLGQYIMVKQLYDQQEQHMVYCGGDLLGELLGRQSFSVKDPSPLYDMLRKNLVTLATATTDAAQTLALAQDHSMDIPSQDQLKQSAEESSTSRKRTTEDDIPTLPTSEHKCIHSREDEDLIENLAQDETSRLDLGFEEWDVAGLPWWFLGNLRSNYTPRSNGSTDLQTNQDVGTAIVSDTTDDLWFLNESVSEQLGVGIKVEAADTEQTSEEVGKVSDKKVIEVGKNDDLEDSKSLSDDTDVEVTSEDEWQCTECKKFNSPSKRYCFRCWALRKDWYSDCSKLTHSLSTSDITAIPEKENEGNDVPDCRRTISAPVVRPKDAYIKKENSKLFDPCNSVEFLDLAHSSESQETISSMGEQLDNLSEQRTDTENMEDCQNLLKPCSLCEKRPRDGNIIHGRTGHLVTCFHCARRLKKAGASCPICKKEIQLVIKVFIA
Target sequence (Q00987 whole entry, looked up): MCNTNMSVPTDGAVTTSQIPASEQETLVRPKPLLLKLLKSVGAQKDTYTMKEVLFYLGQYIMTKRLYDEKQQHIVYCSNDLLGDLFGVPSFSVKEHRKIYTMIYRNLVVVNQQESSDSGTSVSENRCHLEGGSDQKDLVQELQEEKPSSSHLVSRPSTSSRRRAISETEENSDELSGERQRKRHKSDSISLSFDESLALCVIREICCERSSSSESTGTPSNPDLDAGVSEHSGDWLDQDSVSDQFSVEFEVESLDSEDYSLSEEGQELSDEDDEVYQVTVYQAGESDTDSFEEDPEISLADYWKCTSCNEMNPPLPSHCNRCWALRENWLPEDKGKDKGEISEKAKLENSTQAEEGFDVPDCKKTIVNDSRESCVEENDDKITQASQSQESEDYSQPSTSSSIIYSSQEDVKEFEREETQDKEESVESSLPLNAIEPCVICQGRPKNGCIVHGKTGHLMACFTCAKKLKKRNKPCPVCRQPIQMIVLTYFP
XBP1 UPR activ: activators of adaptive XBP1 UPR arm, primary screen, cell-based, CHO-XBP1 luciferase reporter, luminescence, uHTS | IRE1-XBP1 UPR activation; percent of tunicamycin response, DMSO as zero | activation, % at 20 µM | 330,000 tested, 0.33% active;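 active means versus positive control, 20 µM dose yields 30% or more activation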;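 further: 100% = tunicamycin at 10 µg/mL and 0% = DMSO only wells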
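Test system: CHO-XBP1 luciferase reporter cells | Buffer or medium: Serum-containing F12 medium, 10% FBS | Schedule: 6 h compound exposure at 37 °C, 5% CO2 | Detection: Steady-Glo luciferase glow luminescence, 10 min after reagent addition | Read-out basis: Activation, % of tunicamycin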
TIM10 inh: growth inhibitors of isogenic TIM10 control yeast, primary screen, counter-screen for tim10-1 yeast inhibitor project, luminescence, uHTS; S. cerevisiae TIM10 strain growth, BacTiter-Glo luminescence, 24 h; inhibition, % at 10 µM; 330,000 tested, 1.4% active; AID 463195, 2010;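 active means inhibition of 40% or more at the single tested concentration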;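 further: wild-type TIM10 isogenic control strain grown at permissive 25 °C; 0% = DMSO yeast wells and 100% = minimal medium wells without yeast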
* marks the source's active call; other numbers are inactive results. Rows were taken by chance, and some 6.6% of all compounds hit somewhere here.

nr	Structure	697 NFkB inh	tim23-1 inh	TIM10 inh	UPR CHOP act	Mdm2 MdmX PPI	XBP1 UPR activ	tim10-1 inh	Jurkat NFkB inh
1	CCn1cc(S(=O)(=O)CC(=O)Nc2cc(C)ccc2C)c2ccccc21	-13.2	13.3	4.0	-0.3	10.2	-2.3	9.0	9.2
2	c1ccc2c(c1)nc(-c1ccncc1)n1nnnc21	-4.4	6.4	21.4	1.6	-22.7	-1.7	23.0	5.1
3	COc1cc(/C(O)=C(\C#N)c2nc3ccccc3[nH]2)cc(OC)c1OC	2.5	22.5	14.2	2.0	22.3	5.5	12.1	9.7
4	CC(C)(C)c1cc(C(=O)O)c(CN2CCCCC2)o1	4.4	10.5	3.2	3.0	23.1	-0.5	7.7	0.4
5	CN1CCCCCC1=NC1=C(C#N)CCCC1	-3.8	5.3	9.0	1.4	-7.3	-1.8	-1.1	13.9
6	CN(C(=O)CO/N=C/c1ccc(Cl)cc1)c1ccccc1	22.6	31.5	-9.2	0.4	11.9	3.0	21.7	5.1
7	Cc1cc(NCc2ccco2)nc(N2CCC(C(=O)NC3CCCCC3)CC2)n1	2.7	-3.6	16.2	-0.7	-18.9	-3.1	-1.8	-8.0
8	Cc1ccc(C(=O)Nc2ccc3c(c2)OCO3)cc1	-225.6	-4.3	7.0	-2.1	-44.5	-6.0	-16.1	-79.8
9	O=[N+]([O-])c1ccc(S(=O)(=O)NCCS(=O)(=O)N2CCN(c3ccccc3)CC2)cc1	16.7	3.9	-8.8	-1.5	-4.7	-4.6	1.6	-3.1
10	COC(=O)C1=C(C)NC(C)=C(C(=O)OC)C1c1ccc(OC(=O)c2oc3ccccc3c2C)c(OC)c1	-8.0	-7.1	24.1	-1.4	25.6	2.2	10.2	-2.7
11	O=C(OCC(=O)N1CCN(c2ccccc2)CC1)c1ccccc1OC(F)F	1.9	18.5	2.0	2.0	1.3	-1.5	6.3	11.8
12	COCCn1c(-c2ccc(Br)cc2)nc2oc3cc(OC)ccc3c(=O)c2c1=O	-13.6	25.8	16.3	-0.1	7.5	-2.4	16.3	-12.7
13	O=C(O)CN1C(=O)/C(=C\c2ccc(OC(=O)c3ccco3)cc2)SC1=S	-3.7	19.7	12.0	0.2	-1.8	5.9	25.5	6.2
14	CCN1C(=S)N[C@@H](c2cccs2)C(C(=O)OC)=C1C	-0.5	6.0	-18.2	-1.0	1.1	4.2	-2.8	-8.4
15	COC(=O)N(NC(=O)C(O)(C(C)C)C(C)C)c1ccccc1	-5.0	9.2	9.6	-0.3	-17.3	-0.7	-7.6	13.9
16	CCOC(=O)NC(Nc1sc2c(c1C(=O)OC)CCN(C)C2)(C(F)(F)F)C(F)(F)F	15.1	5.1	-7.8	0.6	12.4	3.6	4.2	5.6
17	Cn1nc(C(=O)NCc2ccc(Cl)cc2)c2c1-c1ccccc1S(=O)(=O)C2	29.2	34.5	16.2	-0.6	14.9	0.1	1.3	0.4
18	Cc1ccc(S(=O)(=O)N2[C@@H](c3ccc(F)cc3)C(C(=O)O)=C[C@H]2CC2CCCC2)cc1	-4.3	17.1	13.2	-0.5	18.3	-1.2	27.1	-3.9
19	CCC(CO)N=CC1=C(O)CC(C)(C)CC1=O (stereo unspecified)	15.5	7.0	-3.9	-1.3	10.9	-1.0	-10.8	9.0
20	Cc1cccc(N(CC(=O)Nc2ccc(CC#N)cc2)S(C)(=O)=O)c1	-14.1	13.1	-3.6	-1.0	4.8	0.9	16.4	1.5

By substructure, the compounds so far with a thiophene ring, fused or not
nr	Structure	697 NFkB inh	tim23-1 inh	TIM10 inh	UPR CHOP act	Mdm2 MdmX PPI	XBP1 UPR activ	tim10-1 inh	Jurkat NFkB inh
14	CCN1C(=S)N[C@@H](c2cccs2)C(C(=O)OC)=C1C	-0.5	6.0	-18.2	-1.0	1.1	4.2	-2.8	-8.4
16	CCOC(=O)NC(Nc1sc2c(c1C(=O)OC)CCN(C)C2)(C(F)(F)F)C(F)(F)F	15.1	5.1	-7.8	0.6	12.4	3.6	4.2	5.6

Further compounds follow:
nr	Structure	697 NFkB inh	tim23-1 inh	TIM10 inh	UPR CHOP act	Mdm2 MdmX PPI	XBP1 UPR activ	tim10-1 inh	Jurkat NFkB inh
21	CCCCC1(CO)C(=O)N(c2ccccc2)N(c2ccccc2)C1=O	-12.7	19.2	14.0	0.8	7.3	-2.2	16.6	-17.4
22	COc1ccc(C2CC2/C(C)=N/OC(=O)C2CC2)cc1 (stereo unspecified)	1.0	6.2	22.0	-0.6	-14.1	0.3	2.3	10.7
23	CCOC(=O)c1sc(SC)c(C(C)=O)c1C	10.9	17.6	-0.6	0.1	23.5	-2.0	8.2	14.8
24	Cc1cc(=O)n2c(-c3ccc(Cl)cc3)csc2n1	6.5	15.8	15.0	-0.7	21.7	1.5	17.2	0.9
25	O=C1C=C(c2cc3ccccc3o2)C[C@@H](c2ccc(F)cc2)C1	-15.4	24.9	7.6	1.8	-1.3	1.7	13.1	14.7
26	O=C1CCCc2c1cc(C(=O)Nc1ccc(Cl)cn1)c(=O)n2-c1ccccc1	-1.2	25.7	3.7	3.1	-4.1	-1.2	20.1	-5.0
27	NC(=O)NC(=O)CC1S/C(=N/N=C2/NC(=O)CS2)NC1=O (stereo unspecified)	1.8	4.4	-22.9	-1.9	16.1	-0.3	6.1	-8.5
28	CC(=O)N1c2ccccc2NC2=C(C(=O)CCC2)C1c1ccc(F)cc1 (stereo unspecified)	-22.6	5.2	-2.5	0.8	-27.0	-2.6	21.3	-14.3
29	O=C(O)c1c[nH]c2ccc(F)cc2c1=O	-10.1	17.1	-17.4	-0.6	-10.4	-1.7	20.9	-11.8
30	O=[N+]([O-])c1cc(NS(=O)(=O)c2ccc(Cl)nc2)ccc1Cl	-13.7	-13.3	4.4	-1.2	14.0	-1.4	-19.1	-5.5
31	O=c1cc(N2CCc3ccccc32)[nH]c(=O)n1-c1ccccc1	5.8	11.6	1.3	-1.0	11.8	-0.4	10.5	3.4
32	Cn1c(SCc2cccc(C#N)c2)nc2ccccc2c1=O	-42.5	31.6	-38.3	1.0	17.2	-1.8	13.0	-4.1
33	NC(=O)NC(=O)COC(=O)c1ccccc1OCc1ccc(F)cc1	14.4	-4.2	1.8	3.2	10.6	3.8	9.8	-3.7
34	CCCCn1c(CCn2nc(C)c(Br)c2C)n[nH]c1=S	-3.0	3.6	14.2	-1.1	3.2	-2.1	10.6	5.1
35	C/C(=N\NC(=O)c1cccnc1)c1ccc(-n2ccnc2)cc1	-5.0	1.1	8.6	0.5	-35.7	1.1	6.2	-12.1
36	CC(C(=O)NCC1CCCO1)n1cc([N+](=O)[O-])cn1 (stereo unspecified)	9.7	1.1	-4.9	-1.3	20.6	0.1	-14.5	-1.4
37	CCCOC(=O)C1=C(C)NC2=C(C(=O)CCC2)C1c1cccc(OC)c1OC (stereo unspecified)	-63.8	15.2	0.2	-2.4	7.5	-3.2	23.3	-12.7
38	Cc1ccc(Nc2nnc(SCC(=O)NCCN3C(=O)CSC3=O)s2)cc1C	-14.3	13.8	13.0	3.8	-16.6	0.7	7.2	-23.5
39	COc1cccc(C2Nc3ccccc3NC3=C2C(=O)CC(C)(C)C3)c1 (stereo unspecified)	17.4	9.5	-8.7	1.9	20.9	-3.2	4.7	-11.5
40	O=C(NCc1ccc(Cl)cc1)c1noc2c1CCCCC2	-9.3	25.8	7.2	3.8	-15.8	2.4	32.2	-35.7

nr	Structure	697 NFkB inh	tim23-1 inh	TIM10 inh	UPR CHOP act	Mdm2 MdmX PPI	XBP1 UPR activ	tim10-1 inh	Jurkat NFkB inh
41	COc1ccc(NC(=O)CCSc2nnc(C)s2)cc1	-9.9	-1.8	-5.5	0.7	13.3	-0.5	5.5	-7.3
42	CCc1nnc(NC(=O)CCN2C(=O)C3CCCCC3C2=O)s1 (stereo unspecified)	-5.4	0.5	1.3	1.0	-11.9	-3.8	-2.9	1.4
43	Fc1ccc2c(c1)C(c1ccncc1)=NNC(c1ccccc1)=N2	-3.1	10.3	17.7	0.4	-22.3	0.5	27.6	-6.3
44	CCc1ccc(NC(=O)CSc2nc3ccsc3c(=O)n2CCCCCC(=O)O)cc1	7.6	1.1	-10.1	1.4	11.4	-6.3	11.0	-9.8
45	O=C(CNc1ccc(Br)cc1)c1ccc(Br)s1	1.0	27.2	-4.1	6.1	-14.6	7.2	12.3	-24.3
46	Cc1cc(C)nc(NS(=O)(=O)c2ccc(NC(=O)c3snnc3C)cc2)n1	11.5	-15.3	-0.2	2.7	9.4	0.7	-4.6	5.2
47	COc1ccccc1-c1cc(C(=O)N2CCc3ccccc3C2)c2ccccc2n1	-22.3	44.1	24.2	-0.1	16.1	-1.7	38.5	-5.3
48	COc1ccc(NC(=O)c2nc3nccc(C)n3n2)cn1	-20.0	6.1	1.5	0.0	3.1	0.6	18.3	-36.8
49	CCOc1ccc(CNC(=O)c2ccco2)cc1	-0.1	14.8	0.1	0.6	-3.8	0.9	-18.0	12.0
50	Cc1ccc2nc(-c3ccncc3)cc(C(=O)Nc3ccc(F)cc3C)c2c1	18.9	4.7	-0.8	1.2	20.3	-7.3	17.9	17.8
51	O=C(NCCCCc1ccccc1)c1ccccc1Cl	-8.4	12.1	1.8	4.6	-3.8	11.0	9.8	0.2
52	Cc1[nH]nc2c1C(C(C)C)C(C#N)=C(N)O2 (stereo unspecified)	2.6	5.8	-0.9	-1.7	10.5	-5.4	4.9	-4.4
53	Cc1ccc(S(=O)(=O)NCCC(=O)NCc2cccnc2)cc1	-15.0	-7.3	9.9	0.5	-10.4	-0.7	-10.2	11.1
54	O=C(Oc1ccc2ccc(=O)oc2c1)c1ccc([N+](=O)[O-])cc1	-14.5	16.4	26.0	-0.2	26.6	0.4	10.1	-26.4
55	O=C(COC(=O)c1ccc(S(=O)(=O)N2CCc3ccccc3C2)cc1)NC1CCS(=O)(=O)C1 (stereo unspecified)	1.1	-12.7	-13.5	-3.2	11.7	-3.0	11.8	6.2
56	Cc1nc2[nH]c(=S)n(C)c(=O)c2nc1C	-42.7	-17.2	-14.0	6.9	13.1	-2.6	-11.2	26.6
57	CC(C)n1nnnc1SCC(=O)N(C)C1CCS(=O)(=O)C1 (stereo unspecified)	11.8	-5.7	-4.0	0.8	20.1	0.0	-8.3	1.7
58	Cc1ccccc1NC(=S)NCCc1c[nH]c2ccccc12	4.4	-11.4	13.6	0.6	12.2	-2.5	16.2	0.4
59	Cc1cc(C)cc(NC(=O)[C@@H](NC(=O)c2ccco2)C(C)C)c1	2.0	0.3	10.2	0.5	-1.2	-0.7	2.6	-8.0
60	O=S(=O)(c1ccccc1Oc1ccc(Cl)cc1Cl)N1CCCCC1	3.4	12.5	12.6	-0.4	22.2	0.5	3.3	-27.1
61	COc1cc(C)ccc1OCCOCCOc1ccccc1Br	1.3	16.9	-3.4	2.7	10.3	-0.9	-1.7	8.6

Part of the list above with just UPR CHOP act and tim23-1 inh:
| # | SMILES | UPR CHOP act | tim23-1 inh |
| --- | --- | --- | --- |
| 46 | Cc1cc(C)nc(NS(=O)(=O)c2ccc(NC(=O)c3snnc3C)cc2)n1 | 2.7 | -15.3 |
| 47 | COc1ccccc1-c1cc(C(=O)N2CCc3ccccc3C2)c2ccccc2n1 | -0.1 | 44.1 |
| 48 | COc1ccc(NC(=O)c2nc3nccc(C)n3n2)cn1 | 0.0 | 6.1 |
| 49 | CCOc1ccc(CNC(=O)c2ccco2)cc1 | 0.6 | 14.8 |
| 50 | Cc1ccc2nc(-c3ccncc3)cc(C(=O)Nc3ccc(F)cc3C)c2c1 | 1.2 | 4.7 |
| 51 | O=C(NCCCCc1ccccc1)c1ccccc1Cl | 4.6 | 12.1 |
